Screening results deposited in PubChem BioAssay by several laboratories.
OX1R antag-1 = blocks the human orexin 1 receptor | AID 485270 | inhibition, % at 6.6 µM | O43613 | 330,000 tested, 1.8% active | OX1R-expressing cells, FRET antagonist read-out; in the data active = inhibition mostly above about 38%, no sharp cut-off; inactive = mostly below about 40%;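 note: 0% = agonist challenge alone and 100% = reference antagonist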
OX1R antag-2 = antagonists of human orexin 1 receptor; O43613; 330,000 tested, 0.43% active; AID 434989; CHO/OX1R cells, Fluo-8 calcium fluorescence, orexin A; inhibition, % at 5 µM;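 active = inhibition above its plate's threshold, mean inhibition of all tested compounds on the plate plus 3 SD, cut at about 37% in these data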;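 note: 0% = orexin A challenge wells and 100% = SB-334867-A antagonist wells; not every result past the cut was called active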
CHT PAM = allosterically activates the human high affinity choline transporter; CHT-expressing cells, membrane potential dye, choline EC20; active compounds read high; LV-AA mutant CHT in HEK293 cells; B-score at 10 µM; AID 488977; 310,000 tested, 0.49% active; Q9GZV3;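 active = initial fluorescence not abnormally high and integrated response B-score, plate-corrected, over 3 SD above library mean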
Target sequence (Q9GZV3 whole entry, looked up): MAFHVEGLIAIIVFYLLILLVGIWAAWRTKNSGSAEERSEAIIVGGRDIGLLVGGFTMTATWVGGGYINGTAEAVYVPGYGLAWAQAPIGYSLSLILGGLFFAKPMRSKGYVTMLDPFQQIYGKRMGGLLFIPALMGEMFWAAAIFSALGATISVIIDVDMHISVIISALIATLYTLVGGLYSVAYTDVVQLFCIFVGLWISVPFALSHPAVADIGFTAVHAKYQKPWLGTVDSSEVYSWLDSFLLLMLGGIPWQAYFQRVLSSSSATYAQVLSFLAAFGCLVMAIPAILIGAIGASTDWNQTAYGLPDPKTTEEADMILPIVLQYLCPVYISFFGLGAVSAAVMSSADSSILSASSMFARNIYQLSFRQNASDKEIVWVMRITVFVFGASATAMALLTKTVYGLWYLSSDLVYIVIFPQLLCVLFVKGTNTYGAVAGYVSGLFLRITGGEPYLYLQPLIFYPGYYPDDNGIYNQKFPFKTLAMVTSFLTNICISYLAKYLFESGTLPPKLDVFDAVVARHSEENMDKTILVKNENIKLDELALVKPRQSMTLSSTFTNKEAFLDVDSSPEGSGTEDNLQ
An asterisk follows results filed as active; i = inactive; . = not tested or not shown. No enrichment for hits. About 2.5% of those tested had a hit in this group.

SMILES	OX1R antag-1	OX1R antag-2	CHT PAM
Cc1ccc(-c2nc3c(c(=O)[nH]c(=O)n3Cc3ccccc3)n2C)s1	4	-10	i
CC(C)CC(C(=O)NC(C)(C)C)N(CC1CCCO1)C(=O)c1snc(C(N)=O)c1N (centres undefined)	13	-18	i
N#C/C(C(=O)NCc1ccccc1)=C1\SC(CCO)C(=O)N1c1ccccc1 (centres undefined)	-7	-27	i
O=C(Oc1ccc2ccc(OC(=O)N3CCCCCC3)cc2c1)N1CCCCCC1	19	-17	i
CCOCCCNC(=O)c1c(N)n(-c2ccc(S(N)(=O)=O)cc2)c2nc3ccccc3nc12	13	3	i
FC(F)(F)c1cc(-c2ccco2)nc(NCCc2ccccc2)n1	8	-41	i
CN(Cc1nc(CCc2ccccc2)no1)Cc1cccs1	26	-16	i
Nc1nc(COc2ccc(Cl)cc2)cs1	15	-15	i
Cc1ccc2nc(N/C(N)=N/S(=O)(=O)c3ccc([N+](=O)[O-])cc3)nc(C)c2c1	9	-19	i
O=C(NCC1CC1)NC(=O)c1c(F)cccc1Cl	3	-20	i
COCCCN(C(=O)C(C)Oc1ccc(Br)cc1)c1c(N)n(Cc2ccccc2)c(=O)[nH]c1=O (centres undefined)	6	-32	i
O=C(CSc1c[nH]c2ccccc12)N1CCOCC1	-2	-5	i
CCCOc1ccc(-c2c(C(=O)N/N=C(\C)c3ccco3)nnn2-c2nonc2N)cc1	4	-26	i
COc1ccc(-c2cc(-c3cccs3)nc(OC)c2C#N)cc1OC	21	-53	i
CCCOc1ccc(N2C(=O)CC(NCc3cccnc3)C2=O)cc1 (centres undefined)	6	-18	i
COc1ccc(C(=O)NC2CCN(CC(=O)NC3CCCCC3)CC2)cc1	3	-25	i
Cc1cccc(-n2ncc3c2CCCC3NC(=O)CCN2CCCCO2)c1C (centres undefined)	16	-16	i
C[C@H](CO)N1C[C@H](C)[C@@H](CN(C)Cc2ccc(-c3ccccc3)cc2)Oc2c(NS(=O)(=O)c3cn(C)cn3)cccc2C1=O	10	-163	.
C/C(=N\NC(=S)NCCc1ccccc1)c1cccs1	11	-38	i
Cc1cccc(NC(=S)N(CCN2CCOCC2)Cc2cc3cc4c(cc3[nH]c2=O)OCO4)c1	6	-16	i
COc1ccc(C(=O)Cc2ccc(F)cc2)c(OC)c1	17	-8	i
COc1ccccc1NC(=O)CSc1nnc(COc2ccc(Cl)cc2)n1Cc1ccco1	6	12	i
C=C(C)C(=O)Nc1cccc(C2=NOC3(C2)C[C@H](C(N)=O)N(C(=O)CC#N)C3)c1 (some centres undefined)	20	-3	i
CCS(=O)(=O)C1=NN2C(=N)/C(=C\c3ccc(OS(=O)(=O)c4ccccc4)cc3)C(=O)N=C2S1	15	-2	i
CC(C)c1nccn1CCC(=O)O	3	1	i

Part of the list above with just OX1R antag-2.
compound	OX1R antag-2
O=C(NCC1CC1)NC(=O)c1c(F)cccc1Cl	-20
COc1ccc(-c2cc(-c3cccs3)nc(OC)c2C#N)cc1OC	-53
C=C(C)C(=O)Nc1cccc(C2=NOC3(C2)C[C@H](C(N)=O)N(C(=O)CC#N)C3)c1 (some centres undefined)	-3

Among those listed so far, 3 contain a furan ring, fused or not.
SMILES	OX1R antag-1	OX1R antag-2	CHT PAM
FC(F)(F)c1cc(-c2ccco2)nc(NCCc2ccccc2)n1	8	-41	i
CCCOc1ccc(-c2c(C(=O)N/N=C(\C)c3ccco3)nnn2-c2nonc2N)cc1	4	-26	i
COc1ccccc1NC(=O)CSc1nnc(COc2ccc(Cl)cc2)n1Cc1ccco1	6	12	i

The list continues.
SMILES	OX1R antag-1	OX1R antag-2	CHT PAM
COc1ccc(OC)c(NC(=O)C2CC(=O)N(c3ccccc3)C2)c1 (centres undefined)	25	-12	i
O=C(NCc1ccccc1)C(c1ccccc1)N(C(=O)c1csnn1)C1CCCC1 (centres undefined)	2	-15	i
Cc1cc(Nc2cccc(Cl)n2)n(-c2ccccc2)n1	10	-9	i
CSc1ccc(S(=O)(=O)NCC(=O)OCC(=O)N(C)Cc2ccccc2)cc1[N+](=O)[O-]	51*	-22	i
Nc1ccccc1SCc1csc(-c2ccc(Cl)cc2)n1	7	-17	i
CCCC(=O)Nc1ccccc1NC(=O)c1cc(OC)c(OC)c(OC)c1	9	-19	i
CCn1c(=O)c2cc(C(=O)N(C)CC(OC)OC)sc2c2ccccc21	8	-21	i
CCOC(=O)c1nn(-c2ccccc2F)c(C)c1C(C)=O	32	-12	i
CC1(C)CC(NC(=O)c2ccccc2Cl)CC(C)(C)N1	15	-12	i
COc1cc([N+](=O)[O-])ccc1NC(=O)NCc1ccco1	27	-6	i
O=C(Cc1ccccc1F)NC1CCSc2ccccc21 (centres undefined)	16	-29	i
COc1ccc(/C=N\NC(=O)CCc2c(C)n[nH]c2C)c(OC)c1OC	14	-9	i
O=C(Nc1ccccc1Cl)C(=O)c1cn(CC(=O)N2CCOCC2)c2ccccc12	9	-6	i
CC(C)Cc1cc(C(=O)Nc2sc3c(c2C#N)CCC3)no1	7	-14	i
COc1cc(C(=O)NCC(=O)N2CCN(S(=O)(=O)c3ccccc3C(F)(F)F)CC2)cc(OC)c1OC	3	0	.
O=C(c1ccco1)N1CCN(C(=O)C(Cc2ccccc2)NS(=O)(=O)c2cccs2)CC1 (centres undefined)	6	-20	i
Cc1nc(-c2ccc(S(=O)(=O)N3CCN(C(c4ccccc4)c4ccccc4)CC3)s2)cs1	11	-32	i
CC(C)(C)N(NS(=O)(=O)c1ccc(F)cc1)c1ccccc1	-6	-4	i
Cc1ccc(/C=N/NC(=O)c2cccc(S(=O)(=O)N3CCOCC3)c2)o1	18	-19	i
COc1ccc(-n2c(SCC(=O)NCC3CCCO3)nc3c(c2=O)SCC3)cc1 (centres undefined)	30	-11	i
CSCC[C@H](NC(=O)Nc1ccccc1C)C(=O)O	7	-9	i
COc1cc(OC)c(C2C(C(=O)Nc3ccc(C)cc3C)=C(C)Nc3ncnn32)cc1OC (centres undefined)	8	-9	i
Cc1ccc(CNC(=O)Cn2c(=O)oc3ccccc32)o1	6	-11	i
CCCCCn1nc(C(=O)OCC(=O)c2c(N)n(C)c(=O)n(C)c2=O)c2ccccc2c1=O	19	-5	i
Nc1ccccc1N1C(=O)c2cccc3cccc(c23)C1=O	27	-29	i

The listing continues:
SMILES	OX1R antag-1	OX1R antag-2	CHT PAM
Cc1ccc(NC(=O)C(OC(=O)c2cnc(C)cn2)c2ccccc2)c([N+](=O)[O-])c1 (centres undefined)	22	-14	i
Cc1cc(C(=O)NNC(=O)CN2C(=O)NC(C)(c3ccccc3)C2=O)c(C)o1 (centres undefined)	12	-9	i
O=c1[nH]c(NNC(=S)NC2CCCCC2)nc2c1C1(CCCC1)Cc1ccccc1-2	-4	-39	i
COc1ccc(/C=C2\CCc3c2nc2ccccc2c3C(=O)O)cc1OC	75*	0	i
Cc1ccccc1OCC(=O)Nc1ccccc1N1CCC(C)CC1	5	-38	i
COc1ccc(CNC(=O)CN(C(=O)c2snc(C(N)=O)c2N)c2ccc(F)cc2)cc1	12	-12	i
CC(=O)Nc1ccc(NC(=O)CSc2nc(C)nc3sc(C)c(C)c23)cc1	35	3	i
CCOC(=O)c1c(NC(=O)CSc2nc3ccccc3c(=O)n2-c2ccc(F)cc2)sc(C(C)=O)c1C	11	-9	i
CO/N=C/NC(=O)NOCc1ccc(Cl)cc1Cl	16	-14	i
CC(C)c1ccc(C(C)NC(=O)C2CCCC2)cc1 (centres undefined)	5	-25	i
COc1ccc(NC(=O)COC(=O)Cc2c[nH]c3ccccc23)cc1Cl	11	-18	.
Cc1ccc(NC(=O)NNC(=O)c2ccccc2)cc1	9	6	i
CC(=O)c1ccccc1OC(=O)CCN1C(=O)c2ccccc2C1=O	6	-11	i
Cc1cc2c(NC(=O)Nc3ccc(F)cc3)cccc2nn1	14	-21	i
Cc1cccc(C(=O)/C=C2/c3ccccc3CC(C)(C)N2C)c1	6	-4	i
COc1ccccc1CNC(=O)CCCC(=O)n1ncc2cc(C)ccc21	5	-17	i
Cc1occc1C(=O)Nc1sc2c(c1C(N)=O)CCCCC2	33	-28	i
Cc1ccc(N2C(=NC(=O)c3ccccc3)SC3CS(=O)(=O)CC32)cc1 (centres undefined)	2	8	i
C[C@]12c3[nH]c4cc(-c5ccco5)ccc4c3CCN1C(=O)[C@@H](CC(=O)NCc1cccc(C(F)(F)F)c1)C[C@@H]2C(=O)N1CCOCC1	0	-14	.
Nc1c(C(=O)Nc2cccc(F)c2)nnn1-c1cccc(C(F)(F)F)c1	7	-6	i
COc1cc(C(=O)O)c2ccccc2n1	16	-2	i
O=C(Nc1ccc(Cl)cc1Cl)c1ccc2c(c1)OCCO2	9	-19	.
COc1ccccc1OCC(=O)NCC(c1cccs1)N1CCOCC1 (centres undefined)	9	-12	i
CCn1ncc(Cl)c1C(=O)Nc1ccc2c(c1)CCC2	24	-19	i
Cc1ccc(S(=O)(=O)/N=C(/Sc2ccccc2C(=O)O)c2ccccc2)cc1	-4	0	i

Gathered by group, the compounds so far with a cyano group
SMILES	OX1R antag-1	OX1R antag-2	CHT PAM
N#C/C(C(=O)NCc1ccccc1)=C1\SC(CCO)C(=O)N1c1ccccc1 (centres undefined)	-7	-27	i
COc1ccc(-c2cc(-c3cccs3)nc(OC)c2C#N)cc1OC	21	-53	i
C=C(C)C(=O)Nc1cccc(C2=NOC3(C2)C[C@H](C(N)=O)N(C(=O)CC#N)C3)c1 (some centres undefined)	20	-3	i
CC(C)Cc1cc(C(=O)Nc2sc3c(c2C#N)CCC3)no1	7	-14	i

The listing continues.
SMILES	OX1R antag-1	OX1R antag-2	CHT PAM
CCN(CCn1cccn1)C(=O)C1CCC(=O)N(CCc2cccc(F)c2)C1 (centres undefined)	8	-5	i
CN(C(=O)c1ccccc1C(=O)OCC(=O)c1ccc(Br)cc1)c1ccccc1	16	-15	i
CCCCNC(=NCc1cccc(C(F)(F)F)c1)Nc1ccccc1	15	-23	12*
COc1ccc(C(=O)NCC(=O)NCC(=O)OCC(=O)C(C)(C)C)cc1	-1	2	i
CCOC(=O)c1nnn(CC(=O)N2N=C(c3cccc4ccccc34)CC2c2ccccc2)c1C(=O)OCC (centres undefined)	12	-4	i
C[C@H]1CN([C@@H](C)CO)C(=O)c2cc(NC(=O)Cc3ccccc3)ccc2O[C@H]1CN(C)Cc1ccccc1	13	-42	.
CC(C)Cn1c(-c2cccc(S(=O)(=O)N3CCOCC3)c2)n[nH]c1=S	6	-2	.
CCOC(=O)c1sc(CS(=O)(=O)c2ccc(Cl)cc2)nc1C	0	-30	i
CCOC(=O)c1c(C)n(C)c2cc(-c3ccc(C)cc3)c(O)cc12	4	-22	i
CC(C)=CC1C(C(=O)NCCc2ccccc2)C1(C)C (centres undefined)	9	-24	i
COc1ccccc1CNC(=O)C(NS(=O)(=O)c1ccc2c(c1)oc(=O)n2C)C(C)C (centres undefined)	8	-23	i
C=CCNC(=S)NCC=C	9	4	i
CCCS(=O)(=O)N1CCC(C(=O)NCCCN2CCCC2=O)CC1	9	-10	i
CC(=O)OCc1cc(-c2nc3ccccc3[nH]c2=O)nn1-c1ccc(Cl)cc1	9	-26	i

Individual results from the results shown:
CCOC(=O)c1nnn(CC(=O)N2N=C(c3cccc4ccccc34)CC2c2ccccc2)c1C(=O)OCC (centres undefined) in OX1R antag-1 is listed with 12
CCCCNC(=NCc1cccc(C(F)(F)F)c1)Nc1ccccc1 in CHT PAM is listed with 12*
CN(C(=O)c1ccccc1C(=O)OCC(=O)c1ccc(Br)cc1)c1ccccc1 in OX1R antag-1 is listed with 16
C[C@H]1CN([C@@H](C)CO)C(=O)c2cc(NC(=O)Cc3ccccc3)ccc2O[C@H]1CN(C)Cc1ccccc1 in OX1R antag-1 is listed with 13
